HCV inh – qHTS Assay for Inhibitors of Hepatitis C Virus (HCV); 340,000 tested, 3.4% active; Potency, µM (top dose mostly 41.8 µM), without a hit: at the top dose activity change, negative = inhibition, actives largely listed as inhibitors; AID 651820, 2012; Huh7.5.1 HCVcc-Cre infection, luciferase reporter, 44 h
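After 44 h co-culture of compound, cells and HCVcc-Cre (~0.5 moi), substrate is added for 15 min at room temperature and luciferase measured over 15 sec. Cells were seeded at 1,000/well and pre-cultured 4 h.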
Pf growth 48h – Primary qHTS for delayed death inhibitors of the malarial parasite plastid, 48 hour incubation; Potency, µM (highest dose often 28.7 µM), inactives show at the highest dose activity change, negative = inhibition, hits mostly inhibitors; 310,000 tested, 5.9% active; P. falciparum luciferase growth in erythrocytes, 48 h
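Cell-based growth assay: transgenic P. falciparum expressing firefly luciferase, cultured in red cells within RPMI 1640 containing 0.5% w/v Albumax, 24 mM bicarbonate and gentamycin. A drop in luciferase activity indicates inhibition.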
LmPK inhibitor – qHTS Assay for Inhibitors of Leishmania Mexicana Pyruvate Kinase (LmPK); Q27686; purified LmPK, Kinase-Glo ATP luminescence, 1 h; Potency, µM (titrated, usually from 57.5 µM), for inactives: top-dose activity change, negative = inhibition, actives largely listed as inhibitors; 290,000 tested, 0.37% active
Target sequence (Q27686 whole entry, looked up): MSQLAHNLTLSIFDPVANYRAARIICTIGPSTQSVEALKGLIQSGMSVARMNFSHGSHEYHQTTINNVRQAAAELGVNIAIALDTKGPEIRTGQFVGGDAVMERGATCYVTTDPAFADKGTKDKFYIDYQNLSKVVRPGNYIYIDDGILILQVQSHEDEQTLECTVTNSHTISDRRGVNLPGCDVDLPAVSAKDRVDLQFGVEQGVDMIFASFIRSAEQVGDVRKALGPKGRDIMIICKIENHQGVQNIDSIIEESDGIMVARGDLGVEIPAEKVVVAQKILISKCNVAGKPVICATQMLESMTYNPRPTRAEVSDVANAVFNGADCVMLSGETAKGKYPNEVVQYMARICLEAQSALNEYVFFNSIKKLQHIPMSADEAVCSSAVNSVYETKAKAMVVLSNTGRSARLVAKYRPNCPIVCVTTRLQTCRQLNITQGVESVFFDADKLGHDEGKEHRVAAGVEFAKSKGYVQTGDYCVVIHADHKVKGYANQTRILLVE
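Purified LmPK (0.1 nM) with 0.5 mM PEP and 0.1 mM ADP in imidazole buffer pH 7.2 with MgCl2/KCl, 1 h at room temperature. ATP formed was read by luciferase luminescence and normalized to no-enzyme and uninhibited controls.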
Tb PYK inh – qHTS of Trypanosoma Brucei Inhibitors; 410,000 tested, 0.12% active; TbPYK enzyme, Kinase-Glo Plus ATP luminescence, 45 min; Potency, µM (highest dose often 76.8 µM), for inactives: at the highest dose activity, negative = inhibition, actives largely listed as inhibitors; pyruvate kinase (Trypanosoma brucei), Q57TT1; further: nearly all actives have a fitted effect of over 50% in size
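Luminescence from Kinase-Glo Plus, added after a 45-minute room-temperature reaction, served as the end-point read-out. The enzyme and substrate were preincubated with compound before ADP (130 uM final) initiated turnover. Concentration-effect curves came from normalized qHTS data.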
Pf growth 96h – Primary qHTS for delayed death inhibitors of the malarial parasite plastid, 96 hour incubation; Potency, µM (top dose mostly 28.7 µM), for the others: at the top dose activity change, negative = inhibition, usual class: inhibitors; P. falciparum luciferase reporter growth, 96 h; 320,000 tested, 6.9% active
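Parasite growth measured via integrated firefly luciferase reporter in P. falciparum. Infected erythrocytes at 2% hematocrit, 0.05% parasitemia final were treated 96 hours at 37 C under 5% CO2, and luminescence was read.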
Sm TGR inh – qHTS Assay for the Inhibitors of Schistosoma Mansoni Peroxiredoxins | Schistosoma mansoni thioredoxin glutathione reductase (TGR), Q962Y6 | purified TGR, DTNB reduction, TNB absorbance 405 nm | Potency, µM (titrated, usually from 114 µM), for inactives: at the top dose activity change, negative = inhibition, actives largely listed as inhibitors | 360,000 tested, 3% active | AID 485364, 2010; further: nearly all actives have a fitted effect of over 60% in size
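TGR 20 nM + NADPH 100 uM (dispensed conc.), cpd preinc 15 min RT; start with NADPH (500 uM addition) then DTNB (15 mM addition). Kinetic TNB absorbance, 405 nm filter. Four-parameter Hill fit across titration.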
Active calls of the source: *; ? = inconclusive; · = not tested or not shown; & = joins results of further samples; [ ] = another dose, or the depositor's remark. The call rests on the fitted dose curve; in most records, active means well fitted curve in the direction sought with a large enough effect; inconclusive means small, poorly fitted or top-dose-only effect, or another doubt; inactive means no such curve, though single readings can be large; an effect the other way counts as inactive or inconclusive. On the % scale 0 is the no-effect control and ±100 the full control effect; potency means the concentration at half of the fitted maximal effect. Rows are unselected; about 16% have a hit in one of these screens.

SMILES	HCV inh	Pf growth 48h	LmPK inhibitor	Tb PYK inh	Pf growth 96h	Sm TGR inh
O=C(c1ccc(Cl)c([N+](=O)[O-])c1)N1CCN(c2ccccn2)CC1	-8%	-10%	1%	-14%	10%	4%
CCCN=C1CC(C)(C)CC(=O)/C1=C(/O)CCCN1C(=O)c2ccccc2C1=O	-26%	-22%	-1%	-3%	22%	1%
Cc1ccc(C)c(N(CC(=O)NCCC2=CCCCC2)S(C)(=O)=O)c1	-13%	·	-4%	-4%	-25%	-8%
CCOC(=O)N1CCC(NC(=O)Cn2cc3c(n2)CCC(C)C3)CC1 (stereo not given)	-4%	-8%	-4%	-3%	48%[activator]	-1%
CC1=NN(Cc2c[nH]c3ccccc23)C(C)(C)C1	9%	-13%	1%	-3%	0%	·
CC1(N2CCOCC2)CC2(O)C(=[N+]1[O-])CCc1c2no[n+]1[O-] (stereo not given)	6%	-8%	0%	-9%	-11%	32µM*
COc1ccc(Cl)cc1NC(=O)CN1CCN(Cc2ccccc2)CC1	-12%	-28%	-2%	5%	199%[activator]	-7%
Fc1ccc(OCCCn2ccnc2)cc1	13%	-1%	-4%	30%[activator]	?	11%
O=C(Nc1cccc(CCc2ccccn2)c1)c1cc(F)c(F)cc1Cl	?	-11%	0%	3%	32%[activator]	7%
CC(=O)C1=NOC(CNc2ncc(C(F)(F)F)cc2Cl)C1 (stereo not given)	3%	36%	2%	-6%	-4%	2%
COc1ccc(C(=O)N/N=c2\oc3ccccc3cc2C(N)=O)cc1	-23%	13%	9%[11.5 µM]	2%	6%	-5%
Cc1cc(=O)n2nc(N3CCC(C(=O)NCc4ccccc4F)CC3)sc2n1	?	-6%	-8%	-5%&1%	?	-18%&7%
Cc1cccc(OCc2nc(-c3ccc(Br)o3)no2)c1	-9%	24%	16%	-1%	-9%	-33%
Cc1c(Cc2ccccc2)c(NCCN(C)C)n2c(nc3ccccc32)c1C#N	?	?	-10%	1%	?	5%
Cc1ccc(C(c2nnnn2CCc2ccccc2)N2CCSCC2)cc1 (stereo not given)	-29%	?	-8%	-7%	·	6%
COC(=O)c1ccc(Oc2nc(N(C)C)nc(N3CCOCC3)n2)cc1	?	24%	0%	1%	49%[activator]	9%
CC(C)CN(C(=O)CN1CCN(c2cccc(Cl)c2)CC1)c1c(N)n(CC(C)C)c(=O)[nH]c1=O	-19%	31%	9%	-7%	-38%	1%
COc1ccc([C@H]2[C@H](C(=O)OC(C)(C)C)N3N=Cc4ccccc4C3C23C(=O)c2ccccc2C3=O)c(OC)c1 (stereo not given in full)	1%	2.9µM*	-1%	-8%	1µM*	-16%
CCOC(=O)/C(C#N)=C\C1=C(N2CCCC2)CC(C)(C)OC1	-10%	13%	-2%	-4%	?	-7%
O=C(NCCn1cccn1)c1ccc(OC2CCN(C(=O)C3CC3)CC2)cc1	6%	26%	0%	4%	29%	39%[activator]
CCCn1c2c(c(O)c(C(=O)Nc3ccccn3)c1=O)CCCC2	·	22%	4%	·	?	0%
CCOC(=O)c1nn(-c2ccc(OC)cc2)c(=O)c2c(N)scc12	-23%	?	4%	7%	3%	-3%&1%
COc1ccc(CCN2CCCC(CN(C)Cc3cccc(OC)c3)C2)cc1 (stereo not given)	7.9µM*	?	-1%	7%	?	5%
COc1cc(C=O)ccc1OCCCOc1ccccc1C(=O)O	-13%	54%[activator]	0%	-7%	128%[activator]	4%
NC(=O)c1ccc(-c2ccccc2F)cc1	7%	40%[activator]	-7%	-5%	66%[activator]	-11%
CCOc1ccc(NC(C(=O)Nc2cccc(C(C)=O)c2)c2ccccc2)cc1 (stereo not given)	-20%	11%	5%	5%	?	6%
Cc1noc(C)c1C(=O)NCCc1ccccc1	-2%	·	-8%	-2%	32%	2%
CNC(=O)C(=O)NCC(c1cccs1)S(=O)(=O)c1ccc(F)cc1 (stereo not given)	15%	-1%	5%	4%	9%	3%
c1ccc(C(c2ccccc2)N2CCN(Cc3nc(-c4cnccn4)no3)CC2)cc1	-8%	?	6%	1%	?	25µM*
CCOc1ccc(NC(=O)CSc2nnc(C)n2CC)cc1	24%	12%	0%	-7%	-7%	-15%
Cn1c(CSc2nc3ccccc3s2)n[nH]c1=S	-3%	46%[activator]	-6%	?	-3%	6%
Cc1cccc(C)c1NC(=O)CN(C)C(=O)C1CCN(c2ncnc3sc(C)c(C)c23)CC1	?	?	·	-6%	7.4µM*	9%
O=C(NCc1ccccc1)C(Cc1ccccc1)NS(=O)(=O)c1cccc2nsnc12 (stereo not given)	7%	?	9%	3%	·	15%
COc1ccc(CNc2nc3nc(-c4ccccc4)cc(=O)n3[nH]2)cc1OC	-23%	-3%	-1%	-5%	?	8%
C=CCn1cccc(C(=O)Nc2ccc(OC)c(OC)c2)c1=O	-15%	34%[activator]	-1%	3%	41%[activator]	0%
Cc1ccc(CNC(=O)CNC(=S)N(Cc2ccccc2)Cc2cccnc2)cc1	-16%	-15%	5%	-14%	?	-22%
COc1cc(NS(=O)(=O)c2ccc(NC(=S)NC(=O)c3ccccc3)cc2)nc(OC)n1	1%	14%	3%	0%	-7%	20µM*
COc1ccc(NC(=O)CCC(=O)Nc2cc(OC)c(NC(=O)c3ccco3)cc2OC)c(OC)c1	?	-16%	-12%	2%	2%	1%
CC(C)Cn1cnc2c1c(=O)n(CC(=O)Nc1ccc3c(c1)OCO3)c(=O)n2Cc1ccccc1	-29%	9.3µM*	1%	-3%	10µM*	-9%
Cc1ccc(N/C=C2\C(=O)C3(C)CCC2C3(C)C)cc1C (stereo not given)	-16%	-8%	0%	3%	?	2%

Eleven structures out of the list, sorted by molecular weight, highest first.
SMILES	HCV inh	Pf growth 48h	LmPK inhibitor	Tb PYK inh	Pf growth 96h	Sm TGR inh
Cc1cccc(C)c1NC(=O)CN(C)C(=O)C1CCN(c2ncnc3sc(C)c(C)c23)CC1	?	?	·	-6%	7.4µM*	9%
O=C(NCc1ccccc1)C(Cc1ccccc1)NS(=O)(=O)c1cccc2nsnc12 (stereo not given)	7%	?	9%	3%	·	15%
c1ccc(C(c2ccccc2)N2CCN(Cc3nc(-c4cnccn4)no3)CC2)cc1	-8%	?	6%	1%	?	25µM*
COc1ccc(CCN2CCCC(CN(C)Cc3cccc(OC)c3)C2)cc1 (stereo not given)	7.9µM*	?	-1%	7%	?	5%
COc1ccc(CNc2nc3nc(-c4ccccc4)cc(=O)n3[nH]2)cc1OC	-23%	-3%	-1%	-5%	?	8%
CNC(=O)C(=O)NCC(c1cccs1)S(=O)(=O)c1ccc(F)cc1 (stereo not given)	15%	-1%	5%	4%	9%	3%
COc1cc(C=O)ccc1OCCCOc1ccccc1C(=O)O	-13%	54%[activator]	0%	-7%	128%[activator]	4%
CCOc1ccc(NC(=O)CSc2nnc(C)n2CC)cc1	24%	12%	0%	-7%	-7%	-15%
Cn1c(CSc2nc3ccccc3s2)n[nH]c1=S	-3%	46%[activator]	-6%	?	-3%	6%
Cc1noc(C)c1C(=O)NCCc1ccccc1	-2%	·	-8%	-2%	32%	2%
NC(=O)c1ccc(-c2ccccc2F)cc1	7%	40%[activator]	-7%	-5%	66%[activator]	-11%

(cont.)
SMILES	HCV inh	Pf growth 48h	LmPK inhibitor	Tb PYK inh	Pf growth 96h	Sm TGR inh
CCOC(=O)c1c(N)c(C#N)cn1-c1ccccc1	3%	9%	2%	2%	·	-21%
CCOC(=O)C1(CCOc2ccccc2)CCN(Cc2ccc(-n3cccn3)cc2)CC1	2.5µM*	15µM*	-1%	1%	?	3%
CCC(Oc1ccccc1)C(=O)Nc1nnc(C(F)(F)F)s1 (stereo not given)	8%	10%	2%	-2%	·	0%
CCOc1ccc(N/C(N)=N/c2nc(C)cc(C)n2)cc1	-29%	0%	3%	5%	56%[activator]	-10%
Cc1c(-c2ccccc2)oc2c(C(=O)OCC(=O)Nc3ccc(C(N)=O)cc3)cccc2c1=O	1%	-4%	-1%	1%	-11%	-6%
COc1ccc(NC(=O)Nc2ccc(C(C)C)cc2)cc1	-22%	27%	0%	3%	48%[activator]	2%
CC(C)(C)c1cc(C(=O)NCCN2CCCC2)cc(C(C)(C)C)c1	-20%	?	-2%	2%	-19%	-4%
COCCN(C(=S)Nc1ccc(OC)cc1)C(C)c1cccs1 (stereo not given)	0%	4%	-1%	-9%	?	0%
O=C1CC(c2ccccc2)CC(O)=C1C=NCCN1CCNCC1 (stereo not given)	15%	·	1%	-6%	?	-23%[11.4 µM]
CCOC(=O)[C@H]1[C@H]2COc3ccc(Cl)cc3[C@@H]2N2C(=O)CN(C)C(=O)[C@@]12C	-1%	-8%	·	8%	?	0%
CNS(=O)(=O)c1cccc(C(=O)OCc2cc(=O)n3cc(Br)ccc3n2)c1	8%	32%[activator]	0%	-8%	-1%	5%
Cc1cc(C)cc(Oc2ccc(N)cc2)c1	2µM*	27%	8%	0%	12µM*	-1%
O=C(CCC(=O)OCc1cccc([N+](=O)[O-])c1)Nc1ccccc1Cl	5%	-3%	2%	-6%	5%	-4%
Cc1sc2nc(C(C)C)oc(=O)c2c1C	3%	-5%	1%	-4%	·	-5%
CC(=O)N1c2ccc(S(=O)(=O)N3CCC(C(=O)Nc4ccccn4)CC3)cc2CC1C (stereo not given)	?	?	3%	-2%	5.9µM*	-23%
Cc1ncoc1C(=O)N1CCCC(C(=O)Nc2cccc(-c3ccc(F)cc3)c2)C1 (stereo not given)	-1%	-28%	-5%	9%	5%	-6%
O=[N+]([O-])c1ccc(OCc2n[nH]c(=S)n2-c2ccccc2)cc1	-19%	3%	?	?	-18%	1%
O=Cc1ccc(N2N=C(c3ccccc3)CC2c2ccccc2)cc1 (stereo not given)	?	-18%	-1%	0%	-1%	8%
CCc1nnc(SCC(=O)NC2CCCCC2)nc1CC	?	-4%	1%	-3%	?	-10%
Fc1ccc(-c2nc(-c3cccs3)[nH]c2-c2ccc(F)cc2)cc1	?	?	2%	1%	?	-13%
CC(Nc1nc(N2CCNCC2)nc2ccccc12)c1ccccc1 (stereo not given)	10µM*	2.9µM*	3%	3%	0%	-24%
COc1ccc(S(=O)(=O)N2CCOCC2)cc1C(=O)Nc1nc2ccccc2s1	-10%	17%	-7%	3%	31%[activator]	0%
CCc1ccc2c(COC(=O)c3n[nH]c4ccccc34)cc(=O)oc2c1	10µM*	1%	8%	10%	-6%	3%
Cc1ccc(S(=O)(=O)N2CCC(C(=O)Nc3nnc(C)s3)CC2)cc1	4%	7%	2%	0%	13%	-4%
COc1ccc(C(=O)Nc2sc(C(=O)N(C)C)c(C)c2C#N)cc1[N+](=O)[O-]	?	-5%	-6%	6%	?	-19%
Cc1cc(C)cc(NC(=O)CSCc2cnn(-c3ccccc3)c2-n2cccc2)c1	?	-19%	10%	2%	?	4%
CN(C(=O)CC1C(=O)NCCN1Cc1cccc(C(F)(F)F)c1)C1CCOCC1 (stereo not given)	16%	-8%	1%	-17%	-28%	?
O=C(CSC(=S)N1CCOCC1)Nc1ncc2c(n1)CC(c1ccco1)CC2=O (stereo not given)	5%	13%	4%	2%	12%	0%
O=C(COC(=O)CCSc1ccccc1)Nc1cc(F)ccc1F	25%	0%	-5%	0%	24%	-5%

Screening results from PubChem BioAssay.
